Bioassay records deposited in PubChem by several laboratories.
OX1R antag: OX1R (human) antagonism; O43613; OX1R-expressing cells, FRET antagonist read-out; inhibition, % at 6.6 µM; 1.8% of 330,000 active; in the data active means inhibition mostly above about 38%, no sharp cut-off; inactive means mostly below about 40%;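 further: 0% = agonist challenge alone and 100% = reference antagonist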
KCNQ2 inh: KCNQ2 potassium channel inhibitors, primary screen, cell-based, CHO-K1, FluxOR thallium flux, B-score (AID 2156). O88943. 20 min; stronger effect = lower value. B-score at 10 µM. 1.1% of 310,000 active;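 active means fluorescence ratio B-score at most minus 3 library SDs, with starting brightness B-score within 2 library SDs, cut at about -5.5 in these data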
Target sequence (O88943 whole entry, looked up): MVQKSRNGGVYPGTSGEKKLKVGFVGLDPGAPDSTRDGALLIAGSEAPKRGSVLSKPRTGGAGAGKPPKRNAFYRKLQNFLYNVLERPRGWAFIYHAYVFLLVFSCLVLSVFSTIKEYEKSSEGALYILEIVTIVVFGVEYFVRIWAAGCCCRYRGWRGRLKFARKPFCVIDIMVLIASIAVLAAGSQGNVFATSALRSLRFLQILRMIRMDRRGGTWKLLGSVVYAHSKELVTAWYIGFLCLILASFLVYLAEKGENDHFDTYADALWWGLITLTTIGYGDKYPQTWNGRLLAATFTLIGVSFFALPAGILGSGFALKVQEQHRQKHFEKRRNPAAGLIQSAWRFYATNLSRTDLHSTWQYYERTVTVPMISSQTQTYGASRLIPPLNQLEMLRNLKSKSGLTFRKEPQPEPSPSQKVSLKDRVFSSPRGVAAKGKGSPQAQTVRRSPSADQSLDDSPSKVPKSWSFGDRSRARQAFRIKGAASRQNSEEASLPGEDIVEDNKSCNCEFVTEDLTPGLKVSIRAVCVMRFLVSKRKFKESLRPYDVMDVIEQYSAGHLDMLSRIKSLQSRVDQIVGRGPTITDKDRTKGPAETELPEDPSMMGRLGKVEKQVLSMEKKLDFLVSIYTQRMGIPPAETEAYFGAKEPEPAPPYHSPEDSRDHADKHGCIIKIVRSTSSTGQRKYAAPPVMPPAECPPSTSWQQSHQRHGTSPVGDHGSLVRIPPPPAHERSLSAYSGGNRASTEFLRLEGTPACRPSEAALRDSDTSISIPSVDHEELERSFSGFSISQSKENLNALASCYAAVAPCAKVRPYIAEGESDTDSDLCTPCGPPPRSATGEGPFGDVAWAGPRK
STK33 inh: blocks human STK33 kinase activity | Q9BYT3 | purified STK33, MBP phosphorylation, ADP-Glo luminescence | inhibition, % at 10 µM | 0.073% of 320,000 active | AID 2661;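 active means inhibition at or above 25%, using the most active replicate where run in duplicate; inactive means inhibition below 25%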
Starred values were filed as active, the others as inactive; i = inactive; . = not tested or not shown.

OX1R antag	KCNQ2 inh	Molecule	STK33 inh
5	i	CC(C)COP(=O)(CNC(=O)CN1C(=O)c2ccccc2S1(=O)=O)OCC(C)C	-0.2
.	i	CCOc1ccccc1C(=O)N/N=C/c1ccoc1	-0.8
12	i	CCOC(=O)N1CCN(C(=O)c2cccc(OC)c2O)CC1	-0.6
9	i	COc1ccc(Nc2ccccc2C(=O)O)cc1	-1.0
9	i	CC(=C\C(=O)O)/C(=C\c1cccc2ccccc12)C(=O)O	-0.3
19	i	COc1ccc(-c2noc(CNC(=O)C(C)Oc3ccccc3)n2)cc1 (stereo not given)	0.3
20	i	COc1ccc(/C=C2\SC(=O)N=C2N)cc1	-0.2
11	i	O=C(Nc1ccc(F)cc1)c1ccc(Br)c(S(=O)(=O)N2CCOCC2)c1	-1.4
18	i	CNc1ccccc1C(C)(C)c1cc(-c2cccc([N+](=O)[O-])c2)no1	0.3
5	i	Cc1ccccc1CNC(=O)CCC(=O)N1CCOc2ccc(Cl)cc21	-0.5
15	i	CCCCCC(=O)Nc1nnc(CCc2ccccc2)s1	1.4
26	i	COc1ccc(N(CC(=O)Nc2cc(Cl)ccc2OC)S(=O)(=O)c2c(C)noc2C)cc1	-2.7
29	i	CCOC(=O)c1ccc(NC(=O)CCNS(=O)(=O)c2cc(Br)cnc2N)cc1	0.1
9	i	Cc1c(C(=O)N(CC(C)C)c2c(N)n(Cc3ccccc3)c(=O)[nH]c2=O)sc2nc3n(c(=O)c12)CCC3	0.5
8	i	CCOC(=O)CCNC(=O)N1CCC(CCC(=O)NCc2ccc(F)cc2)CC1	-0.4
8	i	CCOC(=O)Nc1ccc(S(=O)(=O)Nc2nccc(C)n2)cc1	0.1
35	i	S=c1[nH]cnc2sc(-c3ccccc3)cc12	-0.2
6	i	O=C(NCC1CCCN(Cc2cccc(C(F)(F)F)c2)C1)c1ccc(F)cc1 (stereo not given)	-0.9
10	i	CN1C(=S)SC(N2OC3C(=O)N(c4ccccc4)C(=O)C3C2c2ccccc2)C1(C)C (stereo not given)	-1.0
27	i	COC(=O)c1ccc(NC(=O)C(=O)c2c[nH]c3ccccc23)cc1	0.3
7	i	Cc1cc(C)nc(SCc2nnc(SCC(=O)Nc3nccs3)n2Cc2ccco2)n1	0.8
38	i	COc1ccccc1NC(=O)CSc1nc2nccnc2c(=O)n1Cc1cccs1	-3.4
2	i	COc1ccccc1N1CCN(C(=O)CCCn2nc(C)c([N+](=O)[O-])c2C)CC1	-1.1
8	i	CC(=O)c1cccc(-n2c(CCC(=O)O)ccc2-c2ccc(C)cc2)c1	-1.4
10	.	COc1ccc(-c2c(C#Cc3ccsc3)c3cc(-c4ccc(OC)c(F)c4)ccc3n2C)cc1	-1.3
3	.	O=C(NCCOC(=O)c1ccccc1)c1ccccc1	1.3
8	i	CN(C)c1cccc(NC(=O)CCc2ccccc2)c1	-3.5
4	i	COCC(=O)Nc1ccc(Br)c(C)c1	0.9
3	i	Cc1ccc(S(=O)(=O)NC(=O)Nc2nc(-c3ccc(F)c(F)c3)cs2)cc1	0.9
4	i	O=C(NCCN1CCOCC1)c1ccc(Cl)c(Cl)c1	-1.4
-3	i	CN(CC(=O)Nc1ccc(Cl)cc1)CC(=O)Nc1ccc(C(N)=O)cc1	-1.1
11	i	CC(C(N)=O)N1C(=O)c2cccc3cccc1c23 (stereo not given)	-0.6
19	i	COCCn1nnnc1CN(CCc1ccccc1)Cc1cc2ccc(C)cc2[nH]c1=O	-1.3
.	i	CCCc1ccc(S(=O)(=O)N/N=C(/C)c2ccc3c(c2)OCO3)cc1	0.4
15	i	C=CCn1c(SC)nnc1-c1ccc2ncccc2c1	-2.0
0	i	Cc1cccc(N(C(=O)c2csnn2)C(C(=O)NC(C)(C)C)c2cccs2)c1 (stereo not given)	-1.1
11	i	CC(NC(=O)c1cc2c(s1)CS(=O)(=O)C2)c1ccccc1 (stereo not given)	0.4
13	i	COC(=O)C(C)Oc1ccc(-c2nccc(-c3ccccn3)n2)cc1 (stereo not given)	-0.5
6	i	Cc1c(Cl)cccc1NC(=O)CN1CCC(NC(=O)C2CCCCC2)CC1	-0.9
11	i	Cc1ccccc1C(=O)NC(NC(=S)Nc1ccc(S(N)(=O)=O)cc1)C(Cl)(Cl)Cl (stereo not given)	0.2
0	i	CCn1nnnc1-c1ccc(OC)c(S(=O)(=O)NCCc2ccccc2)c1	-1.9
-3	i	COc1cc2[nH]c(=S)nc(NCc3cccnc3)c2cc1OC	-1.0
10	i	CC(=O)N/C(=C\c1ccc(Cl)cc1)C(=O)O	-1.2
11	i	COc1ccc(CNC(=O)Cn2cc([N+](=O)[O-])cn2)cc1	-1.3
8	i	CC(C)CCC(=O)N1CCC(N2CCC(C(=O)NCc3ccccn3)CC2)CC1	-0.1
17	i	N#Cc1cc2c(nc1SCC(=O)Nc1sc3c(c1C#N)CCC3)CCCCC2	-1.7
2	.	COCCNc1oc(-c2ccccc2Cl)nc1S(=O)(=O)c1ccc(C)cc1	-1.3
5	i	CCN1C(=O)C(CC(=O)Nc2ccc(OC)cc2)N(CCN2CCOCC2)C1=S (stereo not given)	-1.3
21	i	CCOc1cc(C(=O)CCC(=O)OCC(=O)Nc2ccc(C)c(S(=O)(=O)N(C)C)c2)ccc1O	-0.9
1	i	COc1ccc(N(C)C(=O)CC2(CC(=O)O)CCCCC2)cc1	0.6
20	i	CCOC(=O)CCSc1nnc(-c2cccnc2)n1-c1ccccc1OC	-5.4
16	i	Cc1occc1C(=O)Nc1cc(=O)n(C)c(=O)n1C	-0.6
5	i	CC(C)(C)P(=O)(CO)c1ccccc1 (stereo not given)	0.1
11	i	CN(C)c1nc(N)nc(CSc2nnnn2-c2ccc(F)cc2)n1	2.8
10	i	COC(=O)c1ccc(Sc2ccccc2NS(=O)(=O)c2ccc(OC)cc2)nc1	1.1
6	i	CC1(C)CC(C(=O)Nc2ccccc2)C(=O)O1 (stereo not given)	0.1
9	i	COc1ccc(OCC(O)CNC(=O)c2ccccc2C(=O)O)cc1 (stereo not given)	-1.4
19	i	COc1ccc(N2C(=O)NC(NS(=O)(=O)c3ccc(NC(C)=O)cc3)(C(F)(F)F)C2=O)cc1 (stereo not given)	-1.7
3	i	Cc1ccc(N/C(CSC(N)=O)=N\S(=O)(=O)c2ccc(C)cc2)cc1	.
5	i	Cn1c(CNC(=O)c2ccco2)nnc1SCC(=O)N1c2ccccc2Sc2ccccc21	-3.8

The listing continues:
OX1R antag	KCNQ2 inh	Molecule	STK33 inh
6	i	COc1ccc(S(=O)(=O)N(C)CC(=O)N2CCN(C)CC2)cc1C	-2.0
15	i	O=C(CNC(=O)COc1ccccc1)NCc1ccccc1F	-1.5
10	i	Cc1cc(OCCN2CC(C)OC(C)C2)ccc1[N+](=O)[O-] (stereo not given)	-2.3
8	i	CC(C)c1nc(SCC(=O)Nc2ccc(C(=O)O)cc2)c2c3c(sc2n1)CCCC3	-1.3
7	i	Cc1ccc(N(CC(=O)NCc2ccccc2)C(=O)CCC(=O)Nc2ccccn2)cc1	-0.6
24	i	Cc1ccccc1-c1ccc(C(=O)Nc2cccc(F)c2)o1	0.7
6	i	CC(=O)N1CCc2cc(S(=O)(=O)NCCN3CCC(C)CC3)ccc21	0.8
9	i	COc1ccc(NC(=O)CS(=O)c2ccccc2Cl)cc1 (stereo not given)	0.3
4	i	COc1ccc(Cc2nnc(NS(=O)(=O)c3ccc([N+](=O)[O-])cc3)s2)cc1	-1.4
3	i	CCS(=O)(=O)N1CCN(C(=O)c2cccc(OC)c2)CC1	8.0
7	i	CC(C(=O)NC1CCCc2ccccc21)N1CCN(c2ccc(F)cc2)CC1 (stereo not given)	0.4
14	i	Cc1cccc(NC(=O)CSc2nnc(CNC(=O)c3ccco3)o2)c1C	-0.7

Looked up above.
COc1ccc(S(=O)(=O)N(C)CC(=O)N2CCN(C)CC2)cc1C in STK33 inh reads -2.0
CCS(=O)(=O)N1CCN(C(=O)c2cccc(OC)c2)CC1 in STK33 inh reads 8.0
COc1ccc(NC(=O)CS(=O)c2ccccc2Cl)cc1 (stereo not given) in STK33 inh reads 0.3
COc1ccc(Cc2nnc(NS(=O)(=O)c3ccc([N+](=O)[O-])cc3)s2)cc1 in STK33 inh reads -1.4
Cc1cc(OCCN2CC(C)OC(C)C2)ccc1[N+](=O)[O-] (stereo not given) in STK33 inh reads -2.3

Going on with the list:
OX1R antag	KCNQ2 inh	Molecule	STK33 inh
-5	i	CC(=O)c1cccc(N(CC(=O)N2CCCC2)S(C)(=O)=O)c1	-0.5
6	.	COC(=O)[C@@]12CCCN1[C@H](c1ccc(-c3ccc(Cl)c(Cl)c3)c(OC)c1)[C@H]1C(=O)N(C)C(=O)[C@H]12	-0.2
24	i	COc1cccc(NC(=S)Nc2cccc3ccccc23)c1	-0.7
14	i	Cc1ccc(-c2nn(-c3ccccc3)cc2CSC(=N)N)cc1	0.4
18	i	CCN1CCC(=NNC(=O)c2ccco2)CC1	-0.3
9	i	CN1C(C(=O)NCc2cccc(C(F)(F)F)c2)CC2Cn3c(nc4cc5ccccc5cc43)C21 (stereo not given)	0.6
102*	-8.1*	O=[N+]([O-])c1cccc(/C=C/c2nc3ccc([N+](=O)[O-])cc3[nH]2)c1	-2.4
13	i	c1ccn(-c2ccc(N3CCOCC3)cc2)c1	-1.9
17	i	COC(=O)CSc1ncnc2c1cnn2Cc1ccccc1	0.9
26	i	O=S1(=O)c2ccccc2N=NN1Cc1ccc(Cl)c(Cl)c1	-1.5
10	i	Cc1occc1C(=O)Nc1sc2c(c1C(N)=O)CCC(C(C)(C)C)C2 (stereo not given)	-1.5
35	i	O=C(Nc1ccc2oc(-c3ccncc3)nc2c1)c1ccc([N+](=O)[O-])o1	0.0

Compounds listed so far with a nitro group on carbon:
OX1R antag	KCNQ2 inh	Molecule	STK33 inh
18	i	CNc1ccccc1C(C)(C)c1cc(-c2cccc([N+](=O)[O-])c2)no1	0.3
2	i	COc1ccccc1N1CCN(C(=O)CCCn2nc(C)c([N+](=O)[O-])c2C)CC1	-1.1
11	i	COc1ccc(CNC(=O)Cn2cc([N+](=O)[O-])cn2)cc1	-1.3
10	i	Cc1cc(OCCN2CC(C)OC(C)C2)ccc1[N+](=O)[O-] (stereo not given)	-2.3
4	i	COc1ccc(Cc2nnc(NS(=O)(=O)c3ccc([N+](=O)[O-])cc3)s2)cc1	-1.4
102*	-8.1*	O=[N+]([O-])c1cccc(/C=C/c2nc3ccc([N+](=O)[O-])cc3[nH]2)c1	-2.4
35	i	O=C(Nc1ccc2oc(-c3ccncc3)nc2c1)c1ccc([N+](=O)[O-])o1	0.0

Continuation.
OX1R antag	KCNQ2 inh	Molecule	STK33 inh
-1	i	CCc1ccccc1NC(=O)N1C2CCCC1CC(NC(C)=O)C2 (stereo not given)	-6.0
10	i	Cc1ccc(OCC(=O)NNC(=O)C(C)Sc2ncnc3sc(C)c(C)c23)cc1 (stereo not given)	0.5
15	i	COc1cccc(-c2csc(N3CCN(C(=S)Nc4ccccc4C)CC3)n2)c1	-0.7
12	i	N#CC1=C2SCN(Cc3ccco3)CN2C(=O)CC1c1ccccc1F (stereo not given)	-0.1
11	i	O=C(CNC(=O)N1CC(=O)Nc2ccccc21)NCCc1c[nH]c2ccccc12	2.0
6	.	O=C(CCNC(=O)c1ccccc1Cl)Nc1ccc(S(=O)(=O)Nc2nccs2)cc1	-0.3
6	i	O=C(Nc1ccc2[nH]ccc2c1)c1ccc(F)cc1	2.8
6	i	COCCn1c(=O)[nH]c2cc(C(=O)NCCN3CCN(c4ccccc4F)CC3)ccc2c1=O	-0.7
8	i	CC(C)(O)C#Cc1ccc(CN2CCC(n3nccc3NC(=O)C3CC3)CC2)cc1	-1.3
13	i	Cc1[nH]n(-c2cccc(Cl)c2)c(=O)c1/C=N/n1c(C)nc2ccccc2c1=O	-1.2
47	i	Cc1onc(-c2c(F)cccc2Cl)c1C(=O)Nc1nc2ccccc2[nH]1	2.3
-1	i	CCn1c(=O)n(CC)c2cc(N3CCCC3)c(NC(=O)c3ccccc3F)cc21	8.7
16	i	O=C(CN1C(=O)CSC1=O)Nc1ccc(C(=O)O)cc1	-2.7
10	i	CCOC(=O)N1CCN(C(=O)CSc2ccc(-c3cccc(OC)c3)nn2)CC1	0.1
9	i	Cc1cc(C(=O)NCc2ccc(S(N)(=O)=O)cc2)ccc1[N+](=O)[O-]	-0.1
17	i	Cc1ccc(NC(=O)O/N=C/c2cccc([N+](=O)[O-])c2)cc1	-0.5
-5	i	CC(C)Oc1ccc(S(=O)(=O)N2CCOCC2)cc1NC(=O)CN1C(=O)NC2(CCCC2)C1=O	0.5
8	i	COc1cccc(C(=O)N(Cc2ccc(N(C)C)cc2)C2CCS(=O)(=O)C2)c1 (stereo not given)	-0.8
5	i	CCCCCCCOc1ccc(OC(=O)c2cccnc2)cc1	-0.9
19	i	CCc1ccc(C2CC(c3ccc(C)cc3)Nc3nc(N)nn32)cc1 (stereo not given)	13
19	i	Cc1cc(-c2ccccc2)nc(N/N=C/c2ccco2)n1	-1.2
10	i	CCOC(=O)c1c(C)c(C(=O)NCCN2CCOCC2)c(C)n1CC	-1.2
18	i	CC(C)C(NC(=O)OCc1ccccc1)C(=O)NC1CCCCC1 (stereo not given)	-1.2
21	i	O=C(Cc1cccc(C(F)(F)F)c1)N1CCCC1	1.8

7 compounds from above with just KCNQ2 inh and OX1R antag:
Structure	KCNQ2 inh	OX1R antag
CCOC(=O)N1CCN(C(=O)CSc2ccc(-c3cccc(OC)c3)nn2)CC1	i	10
Cc1cc(C(=O)NCc2ccc(S(N)(=O)=O)cc2)ccc1[N+](=O)[O-]	i	9
CCOC(=O)CCNC(=O)N1CCC(CCC(=O)NCc2ccc(F)cc2)CC1	i	8
Cc1ccccc1-c1ccc(C(=O)Nc2cccc(F)c2)o1	i	24
CC(C)C(NC(=O)OCc1ccccc1)C(=O)NC1CCCCC1 (stereo not given)	i	18
COCC(=O)Nc1ccc(Br)c(C)c1	i	4
Cc1occc1C(=O)Nc1sc2c(c1C(N)=O)CCC(C(C)(C)C)C2 (stereo not given)	i	10
